TIM10 inh: growth inhibitors of TIM10 yeast strain. hit rate 1.4% among 330,000. AID 463195. S. cerevisiae TIM10 strain growth, BacTiter-Glo luminescence, 24 h. inhibition, % at 10 µM;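 active = inhibition of 40% or more at the single tested concentration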;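 also: wild-type TIM10 isogenic control strain grown at permissive 25 °C; 0% = DMSO yeast wells and 100% = minimal medium wells without yeast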
Jurkat NFkB inh: inhibitors of the PMA/ionomycin-induced NF-kB reporter in Jurkat cells; PMA/ionomycin-induced NF-kB luciferase reporter, luminescence; inhibition, % at 4 µM; hit rate 0.53% among 330,000; in the data active = inhibition above about 50%
tim10-1 inh: inhibits growth of tim10-1 mutant yeast; S. cerevisiae tim10-1 ts strain growth, BacTiter-Glo, 24 h; inhibition, % at 20 µM; hit rate 2.2% among 330,000; AID 463190;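 active = inhibition of at least 40%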;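 also: mutant grown at 25 °C; 0% = DMSO wells with yeast and 100% = wells holding no yeast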
XBP1 UPR activ: adaptive UPR (XBP1) activation | CHO-XBP1 luciferase reporter, IRE1-XBP1 UPR activation, luminescence; percent of tunicamycin response, DMSO as zero | activation, % at 20 µM | hit rate 0.33% among 330,000;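 active = versus positive control, 20 µM dose yields 30% or more activation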;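 also: 100% = tunicamycin at 10 µg/mL and 0% = DMSO only wells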
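Material: CHO cell line with stable XBP1 luciferase reporter; buffer or medium: F12 medium containing 10% fetal bovine serum; compound: single point, 20 µM final compound, 1% DMSO; incubation: 6 h treatment, 37 °C; measured by: glow luminescence from Steady-Glo reagent; evaluation: activation, % of tunicamycin; control set: tunicamycin high, DMSO low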
tim23-1 inh: tim23-1 yeast growth inhibition. S. cerevisiae tim23-1 growth, BacTiter-Glo luminescence, 24 h. inhibition, % at 20 µM. hit rate 1.3% among 330,000. AID 463212;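 active = growth inhibition of the mutant yeast at or above 50%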;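 also: temperature-sensitive mutant grown at 25 °C; plate controls were DMSO-treated mutant yeast for no effect and medium wells lacking yeast for full effect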
Mdm2-MdmX inh: inhibitors of human Mdm2/MdmX interaction | O15151+Q00987 | SaOS-2 split-luciferase Mdm2/MdmX complementation, luminescence | inhibition, % at 8 µM | hit rate 3% among 330,000 | AID 485346;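 active = inhibition of at least 50% at 8 µM in the primary screen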
Target sequence (O15151 whole entry, looked up): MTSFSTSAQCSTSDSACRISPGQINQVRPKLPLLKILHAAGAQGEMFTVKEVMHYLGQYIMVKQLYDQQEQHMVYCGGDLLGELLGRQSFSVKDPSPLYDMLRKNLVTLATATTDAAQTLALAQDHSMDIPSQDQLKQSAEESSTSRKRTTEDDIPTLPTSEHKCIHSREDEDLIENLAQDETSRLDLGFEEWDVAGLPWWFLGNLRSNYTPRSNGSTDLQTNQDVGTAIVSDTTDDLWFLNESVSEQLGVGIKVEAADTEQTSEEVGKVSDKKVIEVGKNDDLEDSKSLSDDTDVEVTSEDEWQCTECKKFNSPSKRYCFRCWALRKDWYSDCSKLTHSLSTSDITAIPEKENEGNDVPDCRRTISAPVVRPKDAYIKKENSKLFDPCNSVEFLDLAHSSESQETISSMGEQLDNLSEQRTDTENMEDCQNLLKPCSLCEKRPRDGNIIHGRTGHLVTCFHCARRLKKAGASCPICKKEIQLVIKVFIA
Target sequence (Q00987 whole entry, looked up): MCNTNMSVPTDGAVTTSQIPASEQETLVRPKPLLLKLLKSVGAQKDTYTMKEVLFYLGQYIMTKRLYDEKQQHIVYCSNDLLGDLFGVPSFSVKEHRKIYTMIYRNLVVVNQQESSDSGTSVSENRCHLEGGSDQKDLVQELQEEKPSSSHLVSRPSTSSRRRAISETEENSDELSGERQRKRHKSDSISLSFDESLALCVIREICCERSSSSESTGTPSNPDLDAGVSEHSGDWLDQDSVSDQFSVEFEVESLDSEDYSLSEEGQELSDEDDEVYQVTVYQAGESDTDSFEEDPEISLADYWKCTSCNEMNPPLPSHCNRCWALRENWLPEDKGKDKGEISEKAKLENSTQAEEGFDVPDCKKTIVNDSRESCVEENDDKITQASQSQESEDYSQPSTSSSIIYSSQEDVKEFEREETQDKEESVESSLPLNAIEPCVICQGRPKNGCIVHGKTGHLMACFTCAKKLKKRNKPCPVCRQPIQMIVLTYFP
697 NFkB inh: lowers PMA/ionomycin-induced NF-kB signal in 697 B cells | 697 B-cell NF-kB luciferase reporter, 16 h | hit rate 0.33% among 330,000 | inhibition, % at 4 µM; in the data active = inhibition above about 35%
CHOP UPR activ: apoptotic UPR (CHOP) activation; hit rate 0.34% among 330,000; CHO-CHOP luciferase reporter, luminescence; percent of tunicamycin response over DMSO baseline; AID 449763; activation, % at 10 µM;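 active = at 10 µM dose, activation of 40% or more, normalized to positive control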;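 also: 100% = tunicamycin at 10 µg/mL and 0% = DMSO alone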
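Dosing – one dose, 10 µM in 0.5% DMSO · System – CHO-CHOP cells, stable luciferase reporter of PERK-eIF2a-CHOP signalling · Input – 500 cells/well · Control set – tunicamycin 10 µg/mL final as positive, DMSO-only wells as negative · Timing – 6 h compound treatment, 37 °C · Measure – % activation vs tunicamycin · Technique – luminescence read with Steady-Glo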
Active calls of the source: *.

SMILES	TIM10 inh	Jurkat NFkB inh	tim10-1 inh	XBP1 UPR activ	tim23-1 inh	Mdm2-MdmX inh	697 NFkB inh	CHOP UPR activ
CC(N=C1NC(C)(C)Cc2ccccc21)C(=O)O (centres undefined)	-10	3	-3	1	-4	24	15	-1.2
O=C1NCN(CCO)CN1	2	-1	25	-2	13	5	-1	3.4
Cc1ccc(NC(=O)C2C3CC4OC(=O)C2C4C3)cc1Cl (centres undefined)	7	24	9	-2	13	12	11	0.3
CC1CN(C(=O)c2ccccc2)C(=Nc2cccc(S(=O)(=O)N(C)C)c2)S1 (centres undefined)	15	-4	10	-1	23	15	14	1.8
CC(C)Oc1cc(NC(=O)CS(=O)CC(=O)N(C)C)c(Cl)cc1Cl (centres undefined)	2	-14	2	-2	8	20	11	0.9
CC1(C)CC(=O)C2=C(C1)N(c1ccc(F)cc1)C(=O)CC2c1cccnc1 (centres undefined)	-6	-6	0	-2	10	-24	6	-0.9
NC(=O)N1CCc2ccccc21	4	10	7	8	8	15	9	0.9
O=C(CNC(=O)c1cccnc1)N/N=C/c1cccnc1	3	6	-12	-2	-2	-18	5	-1.6
CC1(C(=O)NCCCNc2ncc(C(F)(F)F)cc2Cl)C=CCN1C(=O)c1ccccc1 (centres undefined)	10	-14	5	2	11	16	6	2.5
O=C(NCc1ccc(Cl)cc1)C1CCC(CNc2c(N3CCOCC3)c(=O)c2=O)CC1 (centres undefined)	-6	6	1	1	-14	-5	17	0.6
COc1ccc(S(=O)(=O)Nc2ccc3c(c2)OCO3)cc1	0	-3	0	3	-13	1	-8	-0.3
C(#Cc1ccccc1)C[N+]1(CC#Cc2cccc3ccccc23)CCCC1	10	24	8	2	11	48	-15	-0.9
Cc1cc(NCC(C)C)n2ncnc2n1	-5	3	15	-2	21	-22	-5	-0.2
CCOC(=O)C1C(=O)N(O)CC1c1cccc(Oc2ccccc2)c1 (centres undefined)	3	9	7	-2	5	-6	-3	1.7
COCCOC1CCN(C(=O)C2CCC(=O)N(Cc3cccc(F)c3)C2)CC1 (centres undefined)	10	1	9	-5	10	6	8	2.5
O=C(NCc1cccnc1)C(=O)NCC(c1ccco1)N1CCN(c2ccccc2F)CC1 (centres undefined)	12	0	18	1	5	9	-11	-0.9
CCOc1ccc(NC(=O)c2ccccc2OCC(=O)c2ccc(C)cc2)cc1	14	7	21	1	-18	50	7	1.0
CC1CCCN(S(=O)(=O)c2ccc(N(C(=O)c3cnccn3)C(C(=O)NC3CCCCC3)c3cccs3)cc2)C1 (centres undefined)	18	10	7	3	8	14	8	1.1
Cn1cccc1-c1nc2ccc([N+](=O)[O-])cc2[nH]1	8	-105	15	4	7	-39	-90	2.5
CS(=O)(=O)c1ccc(C(=O)OCC(=O)N2CCCc3ccccc32)cc1	1	9	7	-4	15	16	17	0.8
CN(Cc1ccccc1N1CCCC1)C(=O)c1cc2ccccc2o1	-15	0	8	0	36	-6	6	-0.3
COc1ccc(-c2nc(CSCC(=O)NCCC3=CCCCC3)c(C)o2)cc1OC	29	-21	25	1	34	16	-16	0.2
Cc1cc(C)c2c(=O)[nH]n(C3CC(C)N(C)CC3C)c2n1 (centres undefined)	-2	9	12	1	-13	7	9	-2.5
CC(=O)Nc1ccc(/C=C2/Sc3ccccc3C2=O)cc1	7	-17	-16	-3	-16	14	-18	1.3
O=C(O)Cn1cc(C(=O)c2ccco2)c2ccccc21	-2	-5	7	1	5	-9	-10	-0.9
COc1cccc(C(=O)Oc2cc(C)[nH]c(=O)c2[N+](=O)[O-])c1OC	-4	13	1	-1	-4	-4	9	-1.0
Cc1cccc(-n2c(SCCC(=O)O)nnc2-c2cccs2)c1C	-10	-11	2	-4	10	34	9	0.5
CCC(=O)Nc1cc(-c2nn(C)c(=O)c3ccccc23)ccc1OC	-6	4	6	1	26	31	26	0.0
Cc1nc2ccc(NS(=O)(=O)c3ccccc3F)cc2s1	11	2	26	-3	25	-18	-38	-0.1
CCc1ccc2[nH]c(=O)c(CN(Cc3ccccc3)C(=O)Nc3ccccc3OC)cc2c1	39	-2	36	5	15	32	-88	1.3
COc1ccccc1NC(=O)c1ccc(S(=O)(=O)N2CCC(C)CC2)cc1	-2	13	9	-4	28	24	-1	1.8
CC1CCCCC12NC(=O)N(CC(=O)N1CCN(C(=O)c3cccs3)CC1)C2=O (centres undefined)	3	-14	-13	-1	-18	11	16	-1.9
CC(NC(=O)C1CCC1)c1ccc(Br)cc1 (centres undefined)	-14	13	4	0	-5	-21	-5	0.1
COc1ccc(NC(=O)CSc2cn[nH]n2)cc1OC	6	-6	-15	4	-4	-6	-5	0.0
O=C(c1ccc([N+](=O)[O-])cc1)N1CCN(c2ncc(Br)cn2)CC1	-15	-18	0	-6	-7	-7	-11	0.8
COC(=O)N/N=C\c1c(C)nn(-c2ccccc2)c1Cl	8	-15	16	4	22	-26	-30	3.8
Cc1cc(=O)oc2cc(OCC(=O)N3CC[C@@]4(O)CCCC[C@H]4C3)ccc12	-2	-6	2	-3	12	20	23	0.4
CCOC(=O)/C(C#N)=C/c1ccc(OCC(=O)Nc2ccccc2)c(OC)c1	1	-82	26	0	4	-65	-15	1.0
O=C(O)CCCC(=O)N1CCN(c2nc(-c3ccccc3Cl)c3cc(Br)ccc3n2)CC1	8	1	13	-5	20	9	-1	1.6
COc1cc(/C=N/Nc2nncc3ccccc23)cc(OC)c1OC	11	-75	37	6	22	-54	-74	6.8

A second format for 5 compounds above:
Values in the order – TIM10 inh	Jurkat NFkB inh	tim10-1 inh	XBP1 UPR activ	tim23-1 inh	Mdm2-MdmX inh	697 NFkB inh	CHOP UPR activ
> O=C(NCc1ccc(Cl)cc1)C1CCC(CNc2c(N3CCOCC3)c(=O)c2=O)CC1 (centres undefined)
 : -6	6	1	1	-14	-5	17	0.6
> CC(NC(=O)C1CCC1)c1ccc(Br)cc1 (centres undefined)
 : -14	13	4	0	-5	-21	-5	0.1
> Cc1nc2ccc(NS(=O)(=O)c3ccccc3F)cc2s1
 : 11	2	26	-3	25	-18	-38	-0.1
> CCc1ccc2[nH]c(=O)c(CN(Cc3ccccc3)C(=O)Nc3ccccc3OC)cc2c1
 : 39	-2	36	5	15	32	-88	1.3
> CC1(C(=O)NCCCNc2ncc(C(F)(F)F)cc2Cl)C=CCN1C(=O)c1ccccc1 (centres undefined)
 : 10	-14	5	2	11	16	6	2.5

(more compounds)
SMILES	TIM10 inh	Jurkat NFkB inh	tim10-1 inh	XBP1 UPR activ	tim23-1 inh	Mdm2-MdmX inh	697 NFkB inh	CHOP UPR activ
CCC(C)(C(=O)NC1CCCC1)N(Cc1ccco1)C(=O)c1ccccn1 (centres undefined)	8	0	12	-2	2	28	-4	1.9
Oc1ccc(Nc2nc(NCC3CCCO3)c3ccccc3n2)cc1 (centres undefined)	-7	4	-17	2	-34	37	-3	-2.2
Cc1nc2ccccn2c1C(=O)NNS(=O)(=O)c1ccc(Cl)cc1	-1	5	-1	1	2	10	-17	0.0
N#CC1(NC(=O)CSc2nc3ccc([N+](=O)[O-])cc3s2)CCCCC1	21	18	27	-2	28	19	10	-1.4
CC(=O)c1c(C)[nH]c(C(=O)OCC(=O)c2c(N)n(CC(C)C)c(=O)n(C)c2=O)c1C	-2	4	7	-3	7	45	3	0.0
C/C(=N/NC(=O)CNS(=O)(=O)c1ccccc1)c1ccc(Br)cc1	3	1	-10	1	-9	27	8	0.2
COCCCNC(=O)c1cccs1	-12	4	12	0	10	14	22	0.4
Cc1ccc(O)c(NC(=O)c2noc3c2CCc2ccccc2-3)c1	3	-14	9	2	7	23	-82	7.8
Cc1cccc(NC(=O)CSc2cc(C(=O)c3nccn3C)c3ccccc3n2)c1	4	16	2	2	6	-9	-32	2.3
Cc1c(C)c2ccc(OC(C)C(=O)NCCN3CCOCC3)c(C)c2oc1=O (centres undefined)	-6	12	22	-4	12	30	2	3.1
COc1ccccc1/C=C/C(=O)OCC(=O)NCc1ccco1	7	0	23	1	7	-33	-7	2.6
c1ccc2nc3c(nc2c1)CCCC3	9	-9	-4	2	6	2	-6	-0.8
O=C1C=CC(=O)N1c1cccc(-c2ccccc2)c1	95*	-3	95*	-7	51*	-3	8	82*
CNC(=O)c1nc(C)n(-c2cc(Cl)cc(Cl)c2)n1	13	-10	4	2	7	6	6	-2.3
Cc1ccccc1-n1c(Cn2c(=O)sc3ccccc32)nnc1SCC(=O)NCC1CCCO1 (centres undefined)	7	0	2	-1	5	-14	8	1.4
NC1=NC[C@H](Cc2ccccc2)N1CC1CCCCC1	-6	-3	12	-3	-9	25	9	-0.6
COc1cccc(CN2CC(C(=O)N3CCN(c4ccc(Cl)cc4)CC3)CCC2=O)c1 (centres undefined)	13	10	23	-4	17	5	-31	1.0
CC(C)CN1CC(C(=O)O)CC1=O (centres undefined)	1	-6	-4	-2	4	12	24	-0.7
CCOC(=O)C1=C(C(F)(F)F)Nc2ncnn2C1c1cccc(OC)c1OC (centres undefined)	-4	-5	14	-1	16	29	2	-1.5
CC(C)CNC(C(=O)Nc1ccc([N+](=O)[O-])cc1Br)c1ccccc1 (centres undefined)	4	2	26	-1	19	-29	-1	2.1

Entries of single compounds as entered above. Screens in order: TIM10 inh	Jurkat NFkB inh	tim10-1 inh	XBP1 UPR activ	tim23-1 inh	Mdm2-MdmX inh	697 NFkB inh	CHOP UPR activ
Results for CC(=O)c1c(C)[nH]c(C(=O)OCC(=O)c2c(N)n(CC(C)C)c(=O)n(C)c2=O)c1C : -2	4	7	-3	7	45	3	0.0
Results for NC1=NC[C@H](Cc2ccccc2)N1CC1CCCCC1 : -6	-3	12	-3	-9	25	9	-0.6

New compounds follow
SMILES	TIM10 inh	Jurkat NFkB inh	tim10-1 inh	XBP1 UPR activ	tim23-1 inh	Mdm2-MdmX inh	697 NFkB inh	CHOP UPR activ
CCOC(=O)c1ccc(NC(=O)c2cccnc2)cc1	6	-17	0	-2	13	-5	-63	5.4
COc1cc(S(=O)(=O)Nc2c(C)cc(C)cc2C)ccc1Cl	32	0	28	0	6	26	5	-1.7
COc1ccc(C(=O)N/N=C(\CCC(=O)O)c2ccc(C(C)(C)C)cc2)cc1OC	8	8	0	1	9	8	12	-1.0
O=C(NCc1ccco1)c1ccc(-c2ccc(Cl)cc2)o1	6	-15	20	-1	49	-9	9	1.0
COCc1nnc(NC(=O)c2cc(C(=O)OC)cc([N+](=O)[O-])c2)s1	-4	-7	-6	0	-1	12	9	-2.0
CNC(=S)c1cc(C(C)(C)C)c(O)c(C(C)(C)C)c1	10	-5	23	-1	23	20	-23	-0.6
Cc1cc(C)cc(OCC(=O)NC2CCCc3ccccc32)c1 (centres undefined)	4	-25	-2	0	15	-6	-21	0.7
COc1ccc(OC)c(NC(=O)C2CC(=O)N(c3ccc(Br)cc3)C2)c1 (centres undefined)	23	-34	43*	0	39	-2	-35	-1.7
O=C(CSC1=NCCN1)C1COc2ccccc2O1 (centres undefined)	-3	14	-1	-3	-16	20	13	0.2
COC(=O)c1cc(C(=O)N2CCN(c3ncccn3)CC2)cc([N+](=O)[O-])c1	6	9	-12	2	3	-14	5	4.8
Cc1ccc(S(=O)(=O)NCCCCCC(=O)NCCc2ccccc2)cc1	-5	-6	7	-3	5	-2	13	-0.9
O=C(CCC(=O)c1cccs1)OCC(=O)N1CCN(S(=O)(=O)c2ccccc2)CC1	-5	11	11	1	16	-32	-7	-2.7
COCCN(CCOC)S(=O)(=O)c1ccc(C(=O)Nc2nnc(C)o2)cc1	-3	3	12	0	3	-5	1	0.4
COc1ccc(CNCCNC(=O)c2cccs2)c(OC)c1OC	0	3	-5	3	3	19	7	-0.5
CCc1ccc(C2c3[nH]c4ccccc4c3CCN2C(=O)c2cc[n+]([O-])cc2)cc1 (centres undefined)	-9	5	8	-4	18	16	7	-1.2
Cc1ccc(S(=O)(=O)N2CCN(C)CC2)cc1-c1nnc2c3ccccc3c(C)nn12	2	-2	12	2	-2	42	8	-0.3
COc1ccc(CC(=O)Nc2c(C(=O)N3CCN(c4ccccc4)CC3)oc3ccccc23)cc1OC	17	17	18	-2	9	26	16	2.1
